# Shiga inhibitor: blocks Shiga toxin action in Vero cells. Vero cells, Shiga toxin protein synthesis inhibition reporter. inhibition, % at 38.7 µM. hit rate 9.2% among 290,000. AID 2315; in the data active means inhibition mostly above about 28%, no sharp cut-off; inactive means mostly below about 43%; further: 0% is about no effect
# LmPK inhibitor: inhibitors of Leishmania mexicana pyruvate kinase; purified LmPK, Kinase-Glo ATP luminescence, 1 h; hit rate 0.37% among 290,000; AID 1721; Potency, µM (titrated, usually from 57.5 µM), for inactives: at the top dose activity change, negative = inhibition, actives largely listed as inhibitors; further: potency means the concentration at half of the fitted maximal effect; on the % scale 0 is the no-effect control and ±100 the full control effect
# Target sequence (Q27686 whole entry, looked up): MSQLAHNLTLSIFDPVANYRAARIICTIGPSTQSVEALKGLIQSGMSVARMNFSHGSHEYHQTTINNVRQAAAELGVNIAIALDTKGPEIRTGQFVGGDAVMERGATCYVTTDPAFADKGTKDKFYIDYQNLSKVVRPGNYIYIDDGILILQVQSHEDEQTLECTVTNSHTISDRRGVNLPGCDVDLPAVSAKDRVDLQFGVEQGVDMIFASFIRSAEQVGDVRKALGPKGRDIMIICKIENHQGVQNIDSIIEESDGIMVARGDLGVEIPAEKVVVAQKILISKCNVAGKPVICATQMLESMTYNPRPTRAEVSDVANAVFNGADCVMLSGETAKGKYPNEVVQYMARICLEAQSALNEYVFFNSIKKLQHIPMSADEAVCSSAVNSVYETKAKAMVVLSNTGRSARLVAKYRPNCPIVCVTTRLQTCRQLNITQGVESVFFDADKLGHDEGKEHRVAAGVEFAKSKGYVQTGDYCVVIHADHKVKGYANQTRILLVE
#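 Purified LmPK (0.1 nM) converted ADP (0.1 mM) to ATP with PEP (0.5 mM) in imidazole buffer pH 7.2 with KCl and MgCl2, 1 h at room temperature. ATP was read by Kinase-Glo luminescence; data normalized to uninhibited and no-enzyme controls.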
# Pf growth 48h: P. falciparum growth inhibition at 48 hours (one generation); AID 504832; hit rate 5.9% among 310,000; P. falciparum luciferase growth in erythrocytes, 48 h; Potency, µM (titrated, usually from 28.7 µM), inactives show at the highest dose activity change, negative = inhibition, usual class: inhibitors; further: potency means the concentration at half of the fitted maximal effect; on the % scale 0 is the no-effect control and ±100 the full control effect
#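 In quantitative HTS format, infected erythrocytes bearing luciferase-reporter parasites were treated for a single generation at 37 C. Luminescence after adding detection reagent served as the growth measure.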
# TbPYK inhibitor: blocks Trypanosoma brucei pyruvate kinase; Potency, µM (titrated, usually from 76.8 µM), for inactives: at the top dose activity, negative = inhibition, usual class: inhibitors; hit rate 0.12% among 410,000; TbPYK enzyme, Kinase-Glo Plus ATP luminescence, 45 min; further: potency means the concentration at half of the fitted maximal effect; on the % scale 0 is the no-effect control and ±100 the full control effect; nearly all actives have a fitted effect of over 50% in size
#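 Readout: single end-point luminescence (Kinase-Glo Plus, 10 min). Reaction conditions were TbPYK/substrate plus 130 uM ADP, 45 min at RT, pH 7.2 TEA buffer. No-enzyme wells served as controls, and data were normalized before concentration-response fitting.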
# AMA1-RON2 inh: disrupts binding of P. falciparum AMA1 to RON2; AlphaScreen AMA1-biotinylated RON2 peptide binding; Potency, µM (highest dose often 58.2 µM), inactives show top-dose activity change, negative = inhibition, actives largely listed as inhibitors; hit rate 0.2% among 360,000;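 further: potency means the concentration at half of the fitted maximal effect; 0% = vehicle wells and -100% = peptide control; nearly all actives have a fitted effect of over 45% in size; some results filed as inactive show a strong effect at the top dose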
#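 AMA1 (3D7) with his tag at 25 nM final met compounds first, then biotinylated RON2 peptide at 25 nM; detection used donor plus acceptor beads, 10 µg/mL apiece, read by AlphaScreen after 30 min at room temperature.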
# Pf growth 96h: P. falciparum growth inhibition at 96 hour, primary screen for plastid delayed-death inhibitors; P. falciparum luciferase reporter growth, 96 h; Potency, µM (series often up to 28.7 µM), for the others: at the top dose activity change, negative = inhibition, usual class: inhibitors; hit rate 6.9% among 320,000; further: potency means the concentration at half of the fitted maximal effect; on the % scale 0 is the no-effect control and ±100 the full control effect
#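 P. falciparum expressing integrated firefly luciferase, in erythrocytes at 2% hematocrit, 0.05% parasitemia, incubated with compounds 96 h at 37 C, 5% CO2. Growth inhibition read as loss of luminescence; two-generation exposure targets delayed-death apicoplast inhibitors.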
# Cycloheximide cs: affects cycloheximide protein synthesis inhibition readout, counter-screen. cell reporter, cycloheximide protein synthesis inhibition counterscreen. max response, %. hit rate 12% among 300,000. AID 2314; in the data active means max response mostly above about 13%, no sharp cut-off; inactive means mostly below about 14%; further: read at 38.3 µM for the half of the compounds with a filed dose; 0% is about no effect
# The depositor's hits bear a star; u = inconclusive; x = no result given; & = joins results of further samples; ! = repeats disagree; [ ] = another dose, or the depositor's remark. Unless noted, the call rests on the fitted dose curve; in most records, active means well fitted curve in the direction sought with a large enough effect; inconclusive means small, poorly fitted or top-dose-only effect, or another doubt; inactive means no such curve, though single readings can be large; an effect the other way counts as inactive or inconclusive.
SMILES	Shiga inhibitor	LmPK inhibitor	Pf growth 48h	TbPYK inhibitor	AMA1-RON2 inh	Pf growth 96h	Cycloheximide cs
COc1ccc2cc(CN(CCO)C(=O)c3ccccc3F)c(=O)[nH]c2c1	4	7%	17%	-4%	2%	-1%	-2
Cc1ccc2c(c1)C1NC(=S)NC(C)(O2)C1C(=O)Nc1ccc(Cl)cc1 (centres undefined)	-11	0%	-6%	-13%	51%[activator]	u	0
CCOC(=O)CNC(=O)c1ccccc1Br	35	3%	16%	-5%	9%	16%	8
CCCCCCn1c(N2CCC(C(N)=O)CC2)nc2c1c(=O)[nH]c(=O)n2C	37	6%	2%	4%	10%	38%[activator]	1
COc1cc(/C=N/NC(=O)[C@H](Cc2c[nH]c3ccccc23)NC(=O)OCC(C)C)cc([N+](=O)[O-])c1O	-3	1%	u	-15%	15%	u	-2
C[C@@H](Cc1ccccc1)NCCC(c1ccccc1)c1ccccc1	x	x	u	-4%[33.2 µM]	x	u	x
CCC1(C)Cc2ccccc2-c2nc[nH]c(=O)c21 (centres undefined)	-2	1%	-12%[0.00184 µM]	-14%	3%	18%	-4
O=C(COC(=O)CCc1ccc(S(=O)(=O)N2CCCCC2)cc1)Nc1ccc2c(c1)OCO2	-15	1%	x	10%	-5%	u	-2
CCOC(=O)c1ccc(-n2c(C)nc3c(cnn3-c3ccc(Cl)cc3)c2=O)cc1	4	5%	x	1%&-1%	45%[activator]	35%[activator]	-1
CCOC(=O)CNC(=O)c1sc(NC(=O)c2ccccc2F)nc1C	55*	13µM*	57%[activator]	-3%	8%	u	35*
c1ccc(CSc2nnc(SCc3ccccn3)s2)nc1	59*	-2%	11%	-1%	2%	23%	30*
CCCNC(=O)c1cc(OC)c(OC)cc1[N+](=O)[O-]	-2	-4%	12%	-1%	6%	24%	-1
O=S(=O)(NNc1ccc(F)cc1F)c1cccc(Cl)c1	-8	-10%	u	-8%	0%	11%	0
COc1ccc(C2(C)NC(=O)N(CC(=O)NC3CCCC3)C2=O)cc1OC (centres undefined)	x	x	-20%	-4%	10%	u	x
CC(=O)Oc1cccc(C)c1	183*!	x	-2%	0%	x	-1%	75*!
CC1C(=O)C(C)C(c2cccs2)NC1c1cccs1 (centres undefined)	-17	1%	-17%	1%	-6%	36%[activator]	-2
NC(=O)C1CCCN(C(=S)NCc2ccc3c(c2)OCO3)C1 (centres undefined)	-9	-12%	32%[activator]	-19%	32%[activator]	0%	-1
O=C(N1CCN(c2ccc(F)cc2)CC1)C1(c2cccs2)CCOCC1	-4	-1%	-21%	-5%	7%	-3%	2
CN(Cc1ccccc1)C(=O)c1oc(=O)c2ccccc2c1-c1ccccc1	-2	1%	-18%	11%	-2%	-29%	-6
CN1C(=O)N(C)C2(c3ccccc3)N(C(C)(C)C)C(=O)NC12c1ccccc1 (centres undefined)	-12	1%	-2%	1%	-11%	-19%	-7
CC1CCCC(NC(=O)CN2C(=O)COc3ccccc32)C1C (centres undefined)	23	0%	-28%	0%	-2%	21%	1
O=C1CSC(c2ccccn2)N1c1ccc(F)cc1F (centres undefined)	-15	7%	u	2%	4%	u	-2
Cc1ccc(NC2=CC(=O)C(=O)c3ccccc32)c(C)c1	x	x	0.83µM*	2%	-4%	0.59µM*	x
Cn1c(C(=O)N2CCC(C(N)=O)CC2)cc2cc(Cl)ccc21	-9	-2%	-3%	-2%	-10%	u	1
Cn1c(=O)c2sccc2n(CC(=O)NCCC2=CCCCC2)c1=O	4	-7%	-11%	-7%	-2%	11%	-8
O=C(COc1ccc(S(=O)(=O)Nc2cccc(C(F)(F)F)c2)cc1)N1CCOCC1	-10	-3%	u	1%	-3%	u	-1
CS(=O)c1ccc(-n2c(=O)n(Cc3ccccc3)c(=O)c3[nH]cnc32)cc1 (centres undefined)	-10	-1%	1%	-1%	-5%	0%	-3
O=C(CNC(=O)c1ccc(S(=O)(=O)N2CCCC2)cc1)N/N=C/c1c(Cl)cccc1Cl	-12	1%	-18%	7%	3%	-27%	-3
C/C(=N\NC(=O)c1ccncc1)c1cccs1	63*	-11%	149%[activator]	-5%	22%	u	48*
CCOc1ccc(-c2nc(CN3CCCCC3CCn3cccn3)c(C)o2)cc1 (centres undefined)	16	-4%	u	1%	30%[activator]	u	14
C#CCN[C@@H]1CCc2ccccc21	x	x	5%	-4%	x	-17%	x
COc1ccc(CCC(=O)Nc2ccc(Cn3ccnc3)cc2)cc1	-8	4%	u	0%	-2%	u	1
Cc1ccc(N2C(=O)N(CC(=O)c3cc(C)ccc3C)C(=O)C2C)cc1 (centres undefined)	-8	2%	11%	-5%	5%	u	-3
O=C(O)CCc1ccc(-c2ccc(Cl)cc2)n1Cc1ccco1	-3	0%	4%	-4%	-5%	x	-1
Cc1ccccc1N=C/C=C1\N(C)c2ccccc2C1(C)C	37	-4%	-6%	2%	11%	x	12
COc1ccc(OC)c(NC(=O)Cn2cc(C(=O)c3ccco3)c3ccccc32)c1	-17	-6%	u	1%	-17%	-21%	-1
C=CCNC(=O)c1c2c(nc3ccccc13)-c1ccccc1CC2	-10	1%	38%[activator]	3%	1%	31%[activator]	-5
Cc1ccc2nc3c(cc(C(=O)NC4CCCC4)c(=N)n3C3CCCCC3)c(=O)n2c1	-8	-1%	u	3%	17%	u	-2
Nc1ccc(N2CCOCC2)c(S(=O)(=O)Nc2cc(Cl)ccc2Cl)c1	14	5%	u	-5%	2%	-16%	8
O=C(N/N=C/c1ccccc1)C(O)c1ccccc1 (centres undefined)	x	2%	1%	-1%	1%	u	1
NS(=O)(=O)c1ccc(NC(=O)COC(=O)C2CC(=O)N(Cc3ccccc3)C2)cc1 (centres undefined)	-14	7%	25%	-6%	25%	3%	-3
O=[N+]([O-])c1ccc2nc(-c3ccccc3)cc(-c3ccccc3)c2c1	-7	6%	38%	-1%	23%[11.6 µM]	55%[activator]	-3
CCOc1ccc(C(=O)Nc2ccc(C(=O)N3CCOCC3)cc2)c(OCC)c1	-24	-11%	-5%	-15%	12%	41%[activator]	-2
COc1cc2c(=O)n(CC3CCCO3)c(=O)n(CC(=O)Nc3ccccc3)c2cc1OC (centres undefined)	3	-5%	-10%	-4%	-10%	u	5
COc1ccc(OC)c(NC(=O)Cc2csc(NC(=O)Nc3ccccc3OC)n2)c1	x	x	u	0%	-27%	-71%	x
Cc1ccc(C(=O)Nc2cccc(C(=O)N3CCN(C)CC3)c2)cc1	71*	-7%	6%	0%	4%	293%[activator]	30*
Cc1cc(C(=O)O)cc(Br)c1N	6	2%	11%	0%	3%	20%	12
CCNc1nc(NCC)nc(NC(N)=S)n1	-16	1%	-1%	-2%	-16%	34%[activator]	-2
Cc1ccc(NS(=O)(=O)c2c(C)[nH]c(=O)[nH]c2=O)c(Br)c1	-3	-4%	15%	-1%	-1%	34%[activator]	9
CCC/C(=N\NC(=O)CCC(=O)NCc1ccccc1)c1ccccc1	-6	2%	-4%	0%	5%	17%	1
COc1nc2c(s1)C(=O)NCCC2	-10	1%	19%	-10%	9%	-20%	-3
O=C(COc1ccccc1)NC1CCCCC1	-7	-3%	7%	-14%	4%	15%	11
COc1ccc(C2NN=C(c3ccc(C)cc3)S2)cc1 (centres undefined)	106*	3%	145%[activator]	-13%	16%	22%	57*
Cc1c(NC(=O)COc2ncnc3ccccc23)c(=O)n(-c2ccccc2)n1C	-9	1%	-13%	-3%	6%	u	-4
COc1cccc(/C=C/C(=O)NCc2ccc3c(c2)OCO3)c1	13	0%	20%	-6%	-10%	21%	14
COc1ccc(NC(=O)C2CCCC2)cn1	4	-1%	14%	-1%	-6%	39%[activator]	-1
CC(C)(C)P(=O)(c1ccncc1)N1CCCC1 (centres undefined)	-6	3%	u	1%	2%	0.74µM*	-3
C[C@]12C=CC(=O)N[C@@H]1CC[C@@H]1C2CC[C@]2(C)C(C(=O)Nc3cc(C(F)(F)F)ccc3C(F)(F)F)CC[C@@H]12 (some centres undefined)	x	x	4.8µM*	2%	x	3.4µM*	x
CCOC(=O)CCC(=O)NNC(=O)c1ccc(NC(=O)c2ccccc2)cc1	2	-7%	-6%	-8%	12%	15%	0
CC(=O)NC(CCS(C)(=O)=O)C(=O)Nc1ccc2c(c1)OCCO2 (centres undefined)	42*	0%	27%	4%	-2%	u	11

# (cont.)
SMILES	Shiga inhibitor	LmPK inhibitor	Pf growth 48h	TbPYK inhibitor	AMA1-RON2 inh	Pf growth 96h	Cycloheximide cs
COc1ccc(/C=C(\NC(=O)c2ccccc2Cl)C(=O)NCCCC(=O)O)cc1	-8	1%	24%	1%	-7%	-66%	5
COC1=CC(=O)C[C@@H](C)[C@]12Oc1c(Cl)c(OC)cc(OC)c1C2=O	-4	-13%	4%&-18%	-2%&1%	11%	10%&2%	-2
CCOC(=O)C1CCCN(CCC(=O)Nc2cc(C)ccc2C)C1 (centres undefined)	1	0%	-4%	8%	15%	6.6µM*	-4
COc1ccc2c(c1)c(-c1csc(N)n1)c(C)n2C	x	6%	28%	4%	3%	25%	-2
COc1ccc(NS(=O)(=O)c2cc(C(=O)Nc3ccccc3C(=O)O)ccc2C)cc1	-10	-1%	u	0%	25%	u	1
CNC(=S)NNC(=O)c1cccs1	22	0%	14%	-12%	40%[activator]	11%	-2
Cc1cccc(C)c1NC(=O)COc1ccc2c(C)c(Cc3ccccc3)c(=O)oc2c1C	-9	4%	-27%	2%	5%	20%	-2
COc1cccc(NC(=O)N2CCCC2C(=O)Nc2cc(C)ccc2OC)c1 (centres undefined)	-7	-6%	-11%	1%	6%	-18%	-3
CCCN1C(=O)c2cc(C(=O)NCc3cccs3)ccc2C1O (centres undefined)	-13	4%	x	x	x	6%	-4
CCN(Cc1ccncc1)Cc1nc(-c2ccc(C(=O)OC)cc2)no1	-6	3%	6%	-3%	2%	-53%	-1
CCOP(=O)(C(NC(=O)c1ccccc1Cl)=C(Cl)Cl)c1ccccc1 (centres undefined)	-19	2%	x	-1%	-12%	u	-3
O=C1C=C(c2ccc3c(c2)OCCO3)C[C@@H](c2ccc(F)cc2)C1	x	x	-19%	-4%	-10%	u	x
Cc1csc2c(N3CCN(C(=S)Nc4ccc(F)cc4F)CC3)ncnc12	6	1%	20%	-14%	-16%	26%	9

# Quoted from above, two compounds:
SMILES	Shiga inhibitor	LmPK inhibitor	Pf growth 48h	TbPYK inhibitor	AMA1-RON2 inh	Pf growth 96h	Cycloheximide cs
O=C1C=C(c2ccc3c(c2)OCCO3)C[C@@H](c2ccc(F)cc2)C1	x	x	-19%	-4%	-10%	u	x
Cc1csc2c(N3CCN(C(=S)Nc4ccc(F)cc4F)CC3)ncnc12	6	1%	20%	-14%	-16%	26%	9

# Screens from PubChem.
